# Screening results deposited in PubChem BioAssay by several laboratories.
# TRPC4 agonist = TRPC4 (mouse) channel activation; HEK293 TRPC4beta/mu-opioid, Fluo4 calcium fluorescence; hits give high values; B-score at 10 µM; 310,000 compounds, 0.49% hits; AID 2237; Q9QUQ5;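 active means B-score above 5 SD of library B-scores, and initial fluorescence ratio not above library mean plus 5 SD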;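 further: positive B-score marks a calcium rise read as TRPC4 activation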
# Target sequence (Q9QUQ5 whole entry, looked up): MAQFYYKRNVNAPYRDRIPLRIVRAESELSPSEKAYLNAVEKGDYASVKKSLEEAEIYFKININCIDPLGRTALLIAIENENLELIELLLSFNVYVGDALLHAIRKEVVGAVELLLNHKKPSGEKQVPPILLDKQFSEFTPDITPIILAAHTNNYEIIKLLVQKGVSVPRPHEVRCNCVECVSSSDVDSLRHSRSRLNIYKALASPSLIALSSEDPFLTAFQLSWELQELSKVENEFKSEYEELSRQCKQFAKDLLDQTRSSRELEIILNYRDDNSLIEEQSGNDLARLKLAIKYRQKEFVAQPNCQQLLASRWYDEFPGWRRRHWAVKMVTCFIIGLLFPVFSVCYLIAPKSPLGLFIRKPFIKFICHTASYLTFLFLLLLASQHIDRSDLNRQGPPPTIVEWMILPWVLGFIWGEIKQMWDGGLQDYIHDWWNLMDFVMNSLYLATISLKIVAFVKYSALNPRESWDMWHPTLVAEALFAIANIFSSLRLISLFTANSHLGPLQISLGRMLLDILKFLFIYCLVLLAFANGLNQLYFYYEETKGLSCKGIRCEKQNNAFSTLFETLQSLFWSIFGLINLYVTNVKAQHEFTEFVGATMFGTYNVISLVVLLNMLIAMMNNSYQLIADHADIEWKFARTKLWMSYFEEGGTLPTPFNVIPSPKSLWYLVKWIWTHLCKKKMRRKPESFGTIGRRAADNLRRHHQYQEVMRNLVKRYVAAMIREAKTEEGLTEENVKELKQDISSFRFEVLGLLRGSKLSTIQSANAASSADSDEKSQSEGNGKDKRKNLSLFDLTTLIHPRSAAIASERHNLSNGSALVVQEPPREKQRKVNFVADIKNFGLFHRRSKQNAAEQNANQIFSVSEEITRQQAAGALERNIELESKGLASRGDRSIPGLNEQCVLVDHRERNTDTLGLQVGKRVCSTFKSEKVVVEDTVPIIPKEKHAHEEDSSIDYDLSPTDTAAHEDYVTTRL
#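 Incubation: 45 min room-temperature Fluo4 loading, 110 s read / System: HEK293 cells stably co-expressing mouse TRPC4beta and mu-opioid receptor / Signal: Fluo4 fluorescence, kinetic / Control set: buffer (low) and maximal DAMGO (high) / Measure: integrated baseline-normalised fluorescence ratio, converted to per-well B score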
# KCNK3 inh = human KCNK3 channel inhibition, primary screen | CHO-KCNK3 thallium flux, FluxOR fluorescence; hits give low values | O14649 | AID 602410 | B-score at 10 µM | 340,000 compounds, 0.84% hits;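 active means B-score under library mean minus 4 SD, starting fluorescence ratio at most library mean plus 5 SD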;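 further: more negative B-score means stronger inhibition of thallium flux through KCNK3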
# KCNQ1 pot = potentiates or activates the human KCNQ1 potassium channel. B-score at 10 µM. CHO-K1 KCNQ1, thallium flux FluxOR fluorescence; hits give high values. P51787. 310,000 compounds, 0.35% hits;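 active means fluorescence ratio B-score, a plate-corrected score, at least three library SD, with initial intensity B-score within 5 SD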
#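 Assay system: CHO-K1 cells stably expressing KCNQ1; Medium: assay buffer with matched DMSO; Also added: K+/Tl+ depolarizing stimulus; Dosing: single dose; Timing: dye 90 min, compound 20 min, room temperature; Measured by: kinetic FluxOR thallium fluorescence, 10-s 1-Hz baseline, 110-s post-stimulus read; Read-out: peak-minus-minimum fluorescence over initial fluorescence, negative-control normalized, B-scored.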
# TRPC4 block = TRPC4 (mouse) channel inhibition | Q9QUQ5 | 300,000 compounds, 0.39% hits | HEK293 TRPC4beta/mu-opioid, DAMGO-evoked Fluo4 calcium flux; hits give low values | B-score at 10 µM | AID 2247;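 active means B-score over 3 SD under the library average, no early fluorescence shift, positive overall ratio signal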
#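 Assay system: HEK293 cells with stable TRPC4beta plus mu-opioid receptor expression. Dosing: single dose. Measured by: Fluo4 Ca2+ flux fluorescence. Also added: DAMGO in two steps, submaximal then maximal. Read-out: B score from integrated Fluo4 fluorescence ratio.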
# KCNQ1 block = blocks the human KCNQ1 potassium channel. CHO-K1 KCNQ1, FluxOR thallium flux fluorescence; hits give high values. B-score at 10 µM. 310,000 compounds, 1.3% hits;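 active means compounds whose thallium flux B-score, printed positive for inhibition, exceeds three library SD while starting fluorescence stays within three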;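 further: channel opened by potassium depolarization with thallium stimulus after 20 min compound exposure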
# PolyA inhibitor = inhibitors of polyadenylation in S. cerevisiae | S. cerevisiae SKY197-pL101 polyadenylation reporter, beta-gal luminescence; efflux-impaired pdr1/pdr3 knockout yeast; score 100 = 6 SD above DMSO | calls only at 12 µM | 300,000 compounds, 0.02% hits;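 active means lowest replicate activity score at least 50, where 100 means six control SD above control mean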;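 further: yeast exposed to compound for 9 h at 30 °C; higher score means more reporter readthrough which indicates perturbed polyadenylation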
# TRPC4 PAM = TRPC4 (mouse) allosteric potentiation; AID 2227; Q9QUQ5; 310,000 compounds, 0.42% hits; HEK293 TRPC4beta/mu-opioid, DAMGO EC20, Fluo-4 Ca2+ flux; hits give high values; B-score at 10 µM;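 active means B-score of calcium response area above 5 SD of library B-scores, with initial fluorescence ratio within 5 SD of library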;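 further: B-score of integrated fluorescence ratio over time as area under calcium response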
# hERG protect = hERG (human) protection from proarrhythmic block; activation (rescue from dofetilide block), less the hit threshold, % at 10 µM; 310,000 compounds, 0.51% hits; Q12809; AID 1511; CHO-hERG, FluxOR thallium flux, dofetilide IC70 present;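 active means activation above the mean of controls blocked by dofetilide plus 5 SD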;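 further: thallium influx through hERG after potassium depolarization seen as dye fluorescence rise; in these data hits start at about 4.7%; inactives centre near -7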
# KCNK9 inh = inhibitors of human KCNK9 two-pore domain potassium channel; 310,000 compounds, 1.2% hits; B-score at 10 µM; HEK293 KCNK9, FluxOR thallium flux fluorescence; hits give low values;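 active means ratio B-score over 3 SD below the library mean, with starting fluorescence within 5 SD of its mean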;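 further: negative B-score means less thallium flux so channel inhibition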
# Platelet DG rel = modulates dense granule release in human platelets; human platelet-rich plasma, SFLLRN dense granule ATP release, luminescence; inhibition, %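 (compounds screened at 7.5 µM in platelet-rich plasma)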; 300,000 compounds, 0.22% hits; AID 1663;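 active means mean replicate score, as percent of positive control, at or above 50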
# DYRK1A inh = inhibitors of rat Dyrk1A kinase; Q63470; ADP-Glo luminescence, NFATc1 peptide; inhibition, % at 12.5 µM; 310,000 compounds, 0.43% hits; in the data active means inhibition above about 50%;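 further: plate controls were vehicle with enzyme for no effect and no enzyme for full effect; many of its hits are not listed in these tables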
# * hit, by the source's call; i = inactive; . = not tested or not shown; & = joins results of further samples. This is a subset; the hit share may differ from the screen's.
SMILES,TRPC4 agonist,KCNK3 inh,KCNQ1 pot,TRPC4 block,KCNQ1 block,PolyA inhibitor,TRPC4 PAM,hERG protect,KCNK9 inh,Platelet DG rel,DYRK1A inh
c1ccc(C2c3[nH]c4ccccc4c3CCN2Cc2cccn2-c2cccnc2)nc1 (stereo not given),i,i,i,i,i,i,i,-11,i,4,8
CCOC(=O)C1CCN(S(=O)(=O)c2c(C)noc2C)CC1,i,i,i,i,i,i,i,-6,i,7,-5
CCOC(=O)c1nc(Nc2ccc(Nc3ccccc3)cc2)c2ccccc2n1,i,i,i,i,i,i,i,-16,-7.6*,1,-4
Cc1ccccc1NC(=O)C1CCCN(C(=O)NCc2ccccc2)C1 (stereo not given),i,i,i,i,i,i,i,-6,i,12,3
CCN(CC)CC(=O)Nc1scc2c1c(=O)oc1ccccc12,i,i,i,i,i,i,i,-8,i,-16,3
COc1ccc(C(CCN2CCCC2)c2c(OC)cc(OC)c3c(-c4ccccc4)cc(=O)oc23)cc1 (stereo not given),i,i,i,i,i,i,i,-19,i,-3,17
Cc1nn(C)c(Cl)c1C(=O)NC(C(=O)O)c1ccccc1 (stereo not given),i,i,i,i,i,i,i,-6,i,1,-5
CCCCNc1c([N+](=O)[O-])cc(C(=O)O)cc1[N+](=O)[O-],i,i,i,i,i,i,i,-6,i,-16,-1
Nc1cc(=O)[nH]c(=O)n1CCCc1ccccc1,i,i,i,i,i,i,i,-2,i,-5,3
COc1ccc(NC(=O)c2cc(S(=O)(=O)N3CCCCC3)c[nH]2)cc1,i,i,i,i,i,i,i,-4,i,2,31
O=C(O)[C@H](Cc1ccccc1)NC(=O)N1CCOCC1,i,i,i,i,i,i,i,-2,i,3,-5
CCOC(=O)Cc1nnc(NC(=O)C(CC)Sc2nncn2C)s1 (stereo not given),i,i,i,i,i,.,i,-12,i,10,-1
CCOc1ccc(S(=O)(=O)Nc2ccc(C(=O)NCC(c3ccccc3)N(C)C)cc2)cc1 (stereo not given),i,i,i,i,i,i,i,-15,i,3,2
COc1ccc(/C=N/NC(=O)Nc2cccc3nsnc23)cc1,i,i,i,i,i,i,i,-11,i,0,1
C=C(C)CSc1nnc([C@@H]2CCCN2)o1,i,i,i,i,i,i,i,-11,i,-8,.
COc1ccc(CCNC(=O)Cn2c(=O)n(-c3ccc(C)c(F)c3)c(=O)c3sccc32)cc1OC,i,i,i,i,i,i,i,-10,i,-2,-8
CC(C)=CCN1CCN(Cc2cccc3c2OCO3)CC1CCO (stereo not given),i,i,i,i,i,i,i,-6,i,1,-2
Cc1cc2nn(-c3ccc(F)cc3)nc2cc1N,i,i,i,i,i,i,i,-4,i,32,9
CC(CN1CCN(C)CC1)OC(=O)c1ccccc1Cl (stereo not given),i,i,i,i,i,i,i,-10,i,-5,3
CS(=O)(=O)c1ccc(Sc2nc3ccccc3s2)c([N+](=O)[O-])c1,i,i,i,i,i,i,i,-4,i,9,-4
CS(=O)(=O)N1CCN(C2CCN(Cc3ccccc3)CC2)CC1,i,i,i,i,i,i,i,1,i,3,-2
CCCCN(C(=O)c1cc(Cl)nc2ccccc12)c1c(N)n(Cc2ccccc2)c(=O)[nH]c1=O,i,i,i,i,i,i,i,-12,i,-2,-6
C/C(=N\N=C1\NC(=O)CC(C(=O)O)S1)c1ccc(F)cc1 (stereo not given),i,i,i,i,i,i,i,-6,i,1,-6
CC(C)C(NC(=O)c1ccc(Cl)cc1)C(=O)NCC1CCCO1 (stereo not given),i,i,i,i,i,i,i,-8,i,16,-6
Cc1sc2c(c1C)C(=O)/C(=C\Nc1ccncc1)S(=O)(=O)N2C,i,i,i,i,i,i,i,-3,i,17,12
CCOC(=S)SCC(=O)Nc1nc(-c2ccc(Br)cc2)cs1,i,i,i,i,i,i,i,-12,i,0,-2
COc1ccc(N(CC(=O)N2CCOCC2)S(=O)(=O)c2ccccc2)cc1Cl,i,i,i,i,i,i,i,-4,i,-4,3
O=C(Cn1c(NCCO)nc2ccccc21)c1ccc([N+](=O)[O-])cc1,i,i,i,i,i,i,i,-1,i,-2,0
O=C(CCC(=O)N1CCN(C(=O)c2ccco2)CC1)c1ccc(F)cc1,i,i,i,i,i,i,i,-8,i,-1,5
CCOC(=O)C1CCN(S(=O)(=O)c2ccc(NC(=O)OC)cc2)CC1,i,i,i,i,i,i,i,-6,i,.,34

# Complete entries, looked up by structure. Screens in order: TRPC4 agonist, KCNK3 inh, KCNQ1 pot, TRPC4 block, KCNQ1 block, PolyA inhibitor, TRPC4 PAM, hERG protect, KCNK9 inh, Platelet DG rel, DYRK1A inh
# Listed for `CCOC(=S)SCC(=O)Nc1nc(-c2ccc(Br)cc2)cs1` = i, i, i, i, i, i, i, -12, i, 0, -2
# Listed for `O=C(CCC(=O)N1CCN(C(=O)c2ccco2)CC1)c1ccc(F)cc1` = i, i, i, i, i, i, i, -8, i, -1, 5
# Listed for `CCOC(=O)C1CCN(S(=O)(=O)c2ccc(NC(=O)OC)cc2)CC1` = i, i, i, i, i, i, i, -6, i, ., 34

# (further entries)
SMILES,TRPC4 agonist,KCNK3 inh,KCNQ1 pot,TRPC4 block,KCNQ1 block,PolyA inhibitor,TRPC4 PAM,hERG protect,KCNK9 inh,Platelet DG rel,DYRK1A inh
COc1cccc(CN(C(=O)c2cccs2)C2CCS(=O)(=O)C2)c1 (stereo not given),i,i,i,i,i,i,i,-6,i,4,6
O=C1CCC(=O)N1c1ccc(S(=O)(=O)Nc2cccc(Br)c2)cc1,i,i,i,i,i,i,i,-10,i,4,-2
O=C(/C=C/c1ccco1)NC1=NCCS1,i,i,i,i,i,i,i,-7,i,2,4
O=C(C1CCCN(S(=O)(=O)Cc2ccccc2)C1)N1CCC(Cc2ccccc2)CC1 (stereo not given),i,i,i,i,i,i,i,-4,i,-8,-7
O=C(CN(C1CCCCC1)S(=O)(=O)c1ccc(F)cc1)NCc1ccncc1,i,i,i,i,i,i,i,-11,i,4,12
O=C(NC(=S)NCCN1CCOCC1)c1cccc(Cl)c1,i,i,i,i,i,i,i,-18,i,-4,-3
CCOc1ccccc1C1CC(=O)Nc2c1c(=O)n(C)c(=O)n2C (stereo not given),i,i,i,i,i,i,i,-9,i,-3,1
CCN(CC)CCn1c2ccccc2c2nc3ccccc3nc21,i,i,i,i,i,i,i,-10,i,-11,12
COC(=O)[C@@H](NCc1cccc(CN[C@H](C(=O)OC)c2ccccc2)c1)c1ccccc1,i,i,i,i,i,i,i,-5,i,-2,-2
CCCCNC(=S)Nc1ccccc1Cc1ccccc1,i,i,i,i,i,i,i,-11,i,5,.
Cc1ccccc1-n1nc2c(c1NC(=O)c1ccco1)CS(=O)(=O)C2,i,i,i,i,i,i,i,-2,i,0,0
COc1ccc(C(=O)N2CCN(S(=O)(=O)c3cc(Cl)ccc3OC)CC2)cc1,i,i,i,i,i,i,i,-6,i,-8,-10
O=C(OCC(=O)N1N=C(c2ccc(Cl)cc2)CC1c1ccco1)c1ccco1 (stereo not given),i,i,i,i,i,i,i,-2,i,5,-1
c1ccc2c(c1)ccc1ncccc12,i,i,i,i,i,i,i,-8,i,12,1
COc1ccc(CN2CCN(S(=O)(=O)c3ccc(NC(C)=O)cc3)CC2)cc1OC,i,i,i,i,i,i,i,2,i,-11,24
Cc1csc(=Nc2c(C)n(C)n(-c3ccccc3)c2=O)n1Cc1ccccc1,i,i,i,i,i,i,i,-3,i,2,-4&-3
O=C(NCc1cccnc1)/C(=C/c1ccc(-c2ccc(Cl)cc2)o1)S(=O)(=O)c1ccccc1,i,i,i,i,i,i,i,-14,i,-2,9
O=C(Nc1cnn(Cc2ccc(Cl)cc2Cl)c1)c1cc(-c2cccs2)on1,i,i,i,i,i,i,i,-8,i,3,-1
Cc1cc(=O)oc2cc(NC(=O)c3cccc(S(C)(=O)=O)c3)ccc12,i,i,i,i,i,i,i,-9,i,-16,-4
NC(=O)c1ccc(CSc2nc3ccccc3s2)cc1,i,i,i,i,i,i,i,-4,i,-3,4
COc1cccc(C(=O)Nc2nc(SCc3ccc(Cl)cc3)n[nH]2)c1,i,i,i,i,i,i,i,-7,i,0,0
Cc1ccc(NC(=S)N2CCCC2)cc1C,i,i,i,i,i,.,i,-7,i,.,13
O=C1CC(C(=O)NC2CCCCC2)C2(CCCCC2)O1 (stereo not given),i,i,i,i,i,i,i,-15,i,4,-2
CCOC(=O)C1CCCN(S(=O)(=O)c2cc(OCC(=O)NC3CCCCC3)c(C)cc2Cl)C1 (stereo not given),i,i,i,i,i,i,i,-14,i,5,-2
O=C(O)c1ccc2c(=O)n3c(nc2c1)/C(=C/c1ccccc1C(F)(F)F)CCCC3,i,i,i,i,i,i,i,-1,i,-3,-1
CCCCn1c(SCC(=O)N2CCCC2)nc2cc(S(N)(=O)=O)ccc21,i,i,i,i,i,i,i,-4,i,-1,-5
O=C(CSc1nnc(-c2c[nH]c3ccccc23)o1)c1ccc(-c2ccccc2)cc1,i,i,i,i,i,i,i,-5,i,-3,-1
COC(=O)CN1C(=S)N(c2ccc(Cl)cc2)C(=O)C1CC(=O)Nc1ccc(F)cc1 (stereo not given),i,i,i,i,i,i,i,-22,i,22,-3
O=C(NCc1ccccc1)c1cnc2n(c1=O)CCS2,i,i,i,i,i,i,i,4,i,-1,-3
CC1CCCCC1NS(=O)(=O)c1ccc(S(=O)(=O)NCc2ccncc2)cc1 (stereo not given),i,.,i,i,i,i,i,-18,i,5,.
Cc1oc(-c2ccccc2Cl)nc1CS(=O)CC(=O)NCc1cccs1 (stereo not given),i,i,i,i,i,i,i,-7,i,1,3
CCn1nc(C)c(NC(=O)c2ccc(Cl)cc2)c1C,i,i,i,i,i,i,i,-8,i,-1,5
CCC1(CC)Cc2ccccc2C(N)=C1C#N,i,i,i,i,i,i,i,-15,i,-4,-2
COCCN(CC(=O)Nc1ccccc1C)S(=O)(=O)c1ccc(S(=O)(=O)N2CCCC2)cc1,i,i,i,i,i,i,i,-1,i,5,-6
